Bioassay records (PubChem BioAssay)
PAX8 inh HTS: inhibitors of PAX8-driven TPO luciferase reporter, primary screen, RMG-I cells, single concentration. SteadyGlo, 24 h. inhibition, % at 12.6 µM. actives 1.2% (n = 360,000);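 active = mean replicate inhibition at least 60% with every replicate also reaching 60%; inconclusive = only one of the two criteria is met; inactive = mean below 60% and not all replicates reaching 60%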;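 note: luciferase light reporting Pax8 driven TPO promoter activity; plate controls were median of neutral control wells for no effect and mitoxantrone controls for full effect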
C2C12 statin: suppressors of statin myotoxicity in C2C12 myotubes, primary screen, cell-based, single point, plate reader; C2C12 myotubes + simvastatin, ATP luminescence, 48 h; scaled: DMSO 0, geranylgeraniol control 100; rescue of ATP level, % at 7.49 µM; actives 0.78% (n = 330,000); AID 602340, 2012;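 active = mean ATP rescue above about 67%, or every replicate alone reaching that limit, limit read from the data, passing the limit was not always enough; inconclusive = no clear call, values can overlap the other calls; inactive = mean under the limit and some replicate under it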;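 note: myotubes were challenged with 10 µM simvastatin during compound exposure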
LGR2 inh: inhibitors of bursicon-induced LGR2 CRE-luciferase signal, primary screen, cell-based, HEK293, CRE-luciferase reporter, bursicon stimulation; Drosophila bursicon receptor LGR2 (rickets); actives 0.35% (n = 380,000); bursicon-stimulated, 4 h; inhibition, % at 9.99 µM;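 active = drop in luminescence signal, shown as inhibition above about 50% in the replicate tests, limit read from the data, passing the limit was not always enough; inconclusive = probably only some replicates passing the limit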;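 note: agonist challenge used bursicon conditioned medium at about half maximal strength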
PglD DTNB: C. jejuni PglD acetyltransferase inhibitors, primary screen, biochemical, DTNB colorimetric, single point | UDP-N-acetylbacillosamine N-acetyltransferase PglD (Campylobacter jejuni) | purified PglD enzyme, DTNB colorimetric CoA detection | inhibition, % at 12.5 µM | actives 0.098% (n = 360,000); in the data active = inhibition above about 16%, passing the limit was not always enough; inconclusive = no clear call, values can overlap the other calls; note: strong numbers were not always called active
GSIS activator: GLuc luminescence reporter in INS-1E cells, primary screen for activators of glucose-dependent secretion of insulin; INS-1E GLuc reporter insulin secretion, 2-3 h; actives 0.61% (n = 370,000); activation, % at 16.6 µM;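 active = lowest replicate activation of at least 40%, so every replicate reaches that level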;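 note: 0% = median of neutral control wells and 100% = median of IBMX positive control wells; some compounds called inactive have numbers as strong as hits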
PGC1a acetyl inh: inhibitors of PGC1a acetylation signal, primary screen, cell-based, U2OS, AlphaScreen, inhibitor mode; AlphaScreen anti-acetyl-lysine; with virally co-expressed GCN5 acetyltransferase; inhibition, % at 15.6 µM; actives 0.17% (n = 350,000); AID 651687, 2012;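 active = every replicate shows inhibition of at least 40%; inconclusive = mean inhibition at least 40% but some replicate below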;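 note: 0% = neutral control wells and 100% = positive control wells; some results beyond the cut were filed as inactive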
Cneo AK release: Cryptococcus neoformans cell lysis inducers, primary screen, AK release luminescence, single concentration. actives 0.2% (n = 360,000). C. neoformans lysis, adenylate kinase release luminescence, 4 h; normalised: neutral wells 0, clomiphene wells 100. lysis activity, % at 15 µM;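 active = mean lysis activity across replicates of at least 80%, whatever share of replicates individually reach that level; inactive = mean lysis activity below 80%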
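Material: C. neoformans cells | Amount: Yeast cell density of 5 × 10^6 cells/mL | Medium: Fresh YPD growth medium | Dosing: Single dose | Times: Static 4 h at 37 °C with compound, 1 h detection | Detection: AK luminescence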
ARNT TACC3 PPI: disruptors of ARNT/TACC3 protein interaction, primary screen, biochemical, AlphaScreen, single concentration | actives 0.66% (n = 390,000) | Transforming acidic coiled-coil-containing protein 3 (Homo sapiens), Q9Y6A5 | inhibition, % at 9.99 µM | AlphaScreen His-ARNT PAS-B/GST-TACC3 binding, luminescence; TACC3 fragment carries E629A point mutation;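 active = mean inhibition of replicates at least 50% and at least half of replicates each reaching 50%; inconclusive = half or more replicates reach 50% but mean below 50%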;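 note: 0% = complete ARNT plus TACC3 wells and 100% = ARNT alone without TACC3; many hits fall short of the cut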
Active calls of the source: *; ? = inconclusive; / = no result given; & = joins results of further samples.

SMILES	PAX8 inh HTS	C2C12 statin	LGR2 inh	PglD DTNB	GSIS activator	PGC1a acetyl inh	Cneo AK release	ARNT TACC3 PPI
C=CCN(Cc1cccc(OC)c1OC)C(=O)Oc1ccccc1	-5	-4	-12	-6	21	/	0	/
O=C(Nc1cc(S(=O)(=O)N2CCOCC2)ccc1N1CCCC1)c1cc(=O)[nH]c2ccccc12	13	/	-10	-6	7	6	-2	0
Cc1csc(SCC(=O)Nc2oc(C)c3c(C)n[nH]c(=O)c23)n1	-8	/	-18	/	9	/	/	4
Cc1ccc(/C=N/NC(=O)CCSc2ccccc2)cc1	3	/	7	4	-11	12	0	4
CCCc1c(C(=O)N/N=C(\C)CCc2ccc(OC)cc2)nnn1-c1nonc1N	0	8	-39	-1	-6	6	2	1
COc1cc(/C=N/N=C(\N)c2nonc2N)cc(OC)c1OC	7	/	22	/	10	-10	/	/
C[C@H]1CN([C@@H](C)CO)C(=O)c2cc(C3=CCCCC3)cnc2O[C@H]1CN(C)Cc1ccccc1	/	38	19	-3	-12	0	1	4
CSc1ccc(/C=C/c2cc(=O)c3ccccc3[nH]2)cc1	-6	/	42	/	22	/	/	-4
COc1ccc(C2CC(c3ccc(C)cc3)Nc3nc(N)nn32)cc1 (stereo unspecified)	7	/	/	-6	/	/	1	3
CC(=O)Nc1cccc(C(=O)N/N=C/c2ccccc2F)c1	-68	0	4	/	6	7	/	-3
OC(c1cc(F)cc(Cl)c1)c1ncc(-c2ccccc2Cl)[nH]1 (stereo unspecified)	6	3	0	-3	-10	/	-1	/
Cc1cc(C)n(-c2nc3ccccc3c(=O)n2OCC(C)C)n1	4	-3	-17	-1	-3	0	1	-8
CCCCC(CC)C(=O)Nc1ccc(Nc2ccccc2)cc1 (stereo unspecified)	-3	2	5	/	-24	/	/	-1
Cn1c(-c2ccc(F)cc2)cnc1SCC(=O)NNC(=O)Cc1ccccc1	14	/	25	/	-6	-5	/	/
COc1ccc(CNC(=O)Nc2nc(C(N)Cc3ccc(Cl)cc3)cs2)cc1 (stereo unspecified)	7	-6	2	-5	-7	-9	-2	/
Cc1cc2c(NC(=O)Nc3ccc(C(C)(C)C)cc3)cccc2nn1	31	/	7	/	-52	/	/	19
COc1ccc(-n2nnnc2-c2nc3ccccc3s2)cc1	-72	/	?	3	31	2	/	-6
CC(=O)NCCC(=O)Nc1cc(S(=O)(=O)N2CCOCC2)ccc1Oc1ccc(F)cc1	-2	8	-26	/	5	/	/	4
COc1ccc(CNC(=O)CSc2nnc3c(Cl)cc(C(F)(F)F)cn23)cc1OC	7	/	6	/	1	/	/	-11
O=[N+]([O-])c1ccc2c(c1)C(N1CCOCC1)/C(=C/C1(O)CCCCC1)O2 (stereo unspecified)	15	0	10	0	-4	-2	1	2

A stretch of the results above:
SMILES	PAX8 inh HTS	C2C12 statin	LGR2 inh	PglD DTNB	GSIS activator	PGC1a acetyl inh	Cneo AK release	ARNT TACC3 PPI
CC(=O)NCCC(=O)Nc1cc(S(=O)(=O)N2CCOCC2)ccc1Oc1ccc(F)cc1	-2	8	-26	/	5	/	/	4
COc1ccc(CNC(=O)CSc2nnc3c(Cl)cc(C(F)(F)F)cn23)cc1OC	7	/	6	/	1	/	/	-11
O=[N+]([O-])c1ccc2c(c1)C(N1CCOCC1)/C(=C/C1(O)CCCCC1)O2 (stereo unspecified)	15	0	10	0	-4	-2	1	2

(list continues)
SMILES	PAX8 inh HTS	C2C12 statin	LGR2 inh	PglD DTNB	GSIS activator	PGC1a acetyl inh	Cneo AK release	ARNT TACC3 PPI
CCOc1ccc2nc(NC(NC(C)=O)(C(=O)OC)C(F)(F)F)sc2c1 (stereo unspecified)	/	28	/	-3	/	13	-2	5
CS(=O)(=O)c1ccc(Cl)c(NC(=O)CSc2nc3ccccc3c(=O)n2CCCN2CCOCC2)c1	-10	1	11	/	-4	7	/	6
COc1ccc(NC(=O)N(C)C[C@@H]2Oc3ccc(NC(=O)Nc4ccccc4)cc3CC(=O)N([C@@H](C)CO)C[C@H]2C)cc1	/	-8	8	15	1	15	-4	-7
COc1ccc(S(=O)(=O)NCCCCOc2ccc(Cl)cc2)cc1	-8	-2	15	-1	7	-2	0	-4
C/C(Nc1cccc(F)c1)=C(/C#N)C(N)=O	/	23	7	1	-1	4	1	18
COc1ccc(CCSc2nnc(C3CCCCC3)n2N)cc1	/	/	/	7	/	0	-1	-4
CCOC(=O)C1(C(F)(F)F)N=C(c2cccnc2)OC(N2CCCCC2)=N1 (stereo unspecified)	-14	6	0	1	3	/	-3	-6
COc1cccc(C=Nc2ccc(N3CCOCC3)cc2)c1O	10	8	-3	2	-2	-7	11	6
C[C@H](CO)N1C[C@H](C)[C@@H](CN(C)Cc2ccc3c(c2)OCO3)Oc2ccc(NS(=O)(=O)c3ccc(Cl)cc3)cc2CC1=O	30	63	9	-1	-18	-16	3	20
CC1=C(C(=O)N2CCOCC2)C(c2c(C)cc(C)cc2C)NC(=S)N1 (stereo unspecified)	-5	6	-36	0	-11	7	1	-7
Cc1cccn2c(=O)c(C=O)c(Sc3ncccn3)nc12	-5	/	-7	/	-10	/	/	8
COCCNC(=O)c1sc(=O)n(Cc2ccc(SC)cc2)c1C	7	7	0	2	-4	/	-1	/
C=CCOc1ccc(Br)cc1CNCCO	3	/	1	/	-3	/	/	-1
Cc1c(C(=O)O)sc(S(=O)(=O)N2CCN(C(=O)CCc3ccccc3)CC2)c1C(=O)O	-7	-4	-1	-3	27	-2	10	-2
C[C@@H]1CN([C@@H](C)CO)C(=O)c2cc(C#CC3CC3)cnc2O[C@@H]1CN(C)Cc1ccncc1	/	4	2	2	16	-2	0	-4
Cc1cc(C)nc(SC2CCCCC2NS(=O)(=O)c2ccc(Cl)cc2)n1 (stereo unspecified)	-2	/	40	/	-17	/	/	-7
CCNc1nc(NCC)n2c(SC(C(=O)Nc3cc(C)ccc3C)c3ccccc3)nnc2n1 (stereo unspecified)	-6	/	0	/	-37	/	/	2
O=C1COc2ccc(C(=O)COC(=O)CCSc3ccc(Cl)cc3)cc2N1	14	/	22	/	8	2	/	-4
C[C@H](NC(=O)C[C@H]1CC[C@H](NC(=O)Cc2ccccn2)[C@@H](CO)O1)c1ccccc1	-3	-4	4	1	12	6	1	1
C[C@@H]1CN([C@H](C)CO)C(=O)CCCn2nncc2CO[C@H]1CN(C)C(=O)Nc1ccc2c(c1)OCO2	-18&-62	1&15	-5&-9	1&-3	19&9	-6	1&-2	10
O=C(CSc1nnc2ccccn12)Nc1nsc(-c2ccccc2)n1	-23	/	-26	/	-1	/	/	-4
CC1CC(C)CN(C(=O)CCCn2c(=S)[nH]c3ccccc3c2=O)C1 (stereo unspecified)	30	-14	/	-6	/	-2	3	1
CO[C@@H]1CN(C)C(=O)c2cc(NC(=O)Nc3cc(F)ccc3F)ccc2OC[C@H](C)N(C(=O)c2cnccn2)C[C@@H]1C	41&5	-18	11&0	1	-41&-21	4	-1	2
C[C@H]1CCCCO[C@@H](CN(C)C(=O)c2ccncc2)[C@@H](C)CN([C@@H](C)CO)C(=O)c2cc(NC(=O)c3ccccc3)ccc2O1	-13	/	-14	-15	-2	4	7	-13
CCOc1ccccc1NC(=O)CN1C(=O)CSC(C)C1=O (stereo unspecified)	1	/	-16	/	21	6	/	2
CC(C)(C)c1ccc(OCCCNCc2ccccc2)cc1	6	/	-13	/	110	/	/	-4
COc1ccc(S(=O)(=O)N(C)C[C@H]2Oc3ccc(NC(=O)NC4CCCCC4)cc3C(=O)N([C@H](C)CO)C[C@H]2C)cc1	/	-76	-14	0	-14	0	1	-1
Cc1ccc(C)c(-c2nnc(NC(=O)Cc3ccc(F)cc3)o2)c1	/	-3	/	3	/	1	2	1
O=C(N=C1SC2CS(=O)(=O)CC2N1c1ccc(F)c(Cl)c1)C1CCCO1 (stereo unspecified)	7	-3	-2	-1	8	8	0	-1
C[C@@H]1CN([C@@H](C)CO)C(=O)c2cc(NC(=O)Cc3ccccc3)ccc2O[C@@H](C)CCCCO[C@@H]1CN(C)Cc1ccc2c(c1)OCO2	-3	/	-9	-2	-26	-10	1	-2
COc1ccc(C(O)c2nccn2Cc2ccccc2)cc1 (stereo unspecified)	/	7	3	-2	22	-2	-9	-6
COc1ccc(OC)c(-c2nc3ccccc3nc2-c2ccccc2)c1	-12	/	4	/	12	/	/	6
COc1ccc(N2CC(C)(C)[C@H](CC(=O)Nc3ccccc3)C2=O)cc1	-10	27	10	/	8	-5	/	/
Cc1nc(CCNC(=O)C2CCC(=O)N(Cc3ccc(Cl)cc3)C2)sc1C (stereo unspecified)	-14	6	-9	-3	2	0	25	0
C[C@@H]1CN([C@H](C)CO)C(=O)c2cccc(NC(=O)Nc3ccc(F)cc3)c2O[C@H]1CN(C)C(=O)Nc1cccc2ccccc12	/	7	18	-4	-6	2	-2	7
CC(Sc1cccc[n+]1[O-])C(=O)Nc1cccc(S(=O)(=O)N2CCOCC2)c1 (stereo unspecified)	-3	/	10	-4	3	13	-2	-3
COc1ccc2c(c1)c(C(C)=O)c(C)n2C	-1	-7	3	/	7	36	/	16
Cc1csc2nc(CNS(=O)(=O)c3ccc4c(c3)CCCC4)cn12	-11	-7	-2	10	/	/	-4	-4
Cc1noc(C)c1NC(=O)N(C)C[C@@H]1Oc2ncc(/C=C/c3ccccc3)cc2C(=O)N([C@H](C)CO)C[C@@H]1C	14	-3	2	2	6	31	-3	2
COc1ccc(CC(=O)Nc2ccc3c(c2)CCC3)cc1	-13	/	11	/	-6	/	/	-12
COC(=O)c1c(C(=O)OC)c2cccc3cc(-c4ccccc4)c4ccc1c4n32	/	0	/	2	/	-9	2	11
C[C@H]1CN([C@@H](C)CO)C(=O)Cc2cc(NC(=O)Cc3cn(C)c4ccccc34)ccc2O[C@H]1CN(C)Cc1ccc2c(c1)OCO2	16	31	-31	0	-5	2	57	-5
COCCCNC(=O)C1CC(=O)N(CCc2ccc(F)cc2)C1 (stereo unspecified)	22	8	4	3	3	-23	2	0
CN(O)/C=C/C(=O)c1ccc(Br)cc1	-1	/	16	/	0	-8	/	/
NC(=O)NC(=O)CSc1nnc(-c2ccc(Cl)cc2)n1CC1CCCO1 (stereo unspecified)	6	/	-10	/	12	4	/	20
CCc1ccc(NC(=O)CCC(=O)Nc2nnc(C(F)(F)F)s2)cc1	12	1	-15	-7	14	4	8	-1
O=C1/C(=C/c2ccccc2Cl)SC(=S)N1CCCC(=O)N(CCO)c1ccccc1	34	9	12	-3	1	/	-4	12
CC(=O)N1CCN(C(=O)c2ccc(Cl)c(S(=O)(=O)N3CCc4ccccc43)c2)CC1	14	0	11	-4	0	-8	-2	3
O=C(NC1CC2CCCC(C1)N2C(=O)Nc1ccccc1F)C1CC1 (stereo unspecified)	-6	?	1	-2	4	23	3	-1
O=C(O)c1ccc(NS(=O)(=O)/C=C/c2ccccc2)cc1O	/	18	0	-2	12	6	1	-11
OC[C@@H]1[C@H](c2ccc(C3=CCCC3)cc2)[C@H]2CN(Cc3cncnc3)CCCCN12	5	/	-14	1	-2	17	49	2
COCC(=O)N(C)C[C@H]1Oc2ncc(C#CC(C)(C)O)cc2C(=O)N([C@@H](C)CO)C[C@H]1C	-10	-1	-9	/	3	4	/	/
